High-throughput results as filed in PubChem.
CF NFkB block: inhibitors of PAF-induced NF-kB signaling, primary screen, cell-based, GFP fluorescence, uHTS | KKLEB NF-kB-GFP reporter, GFP fluorescence overnight | 360,000 tested, 0.86% active | inhibition, % at 5 µM;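 active = at least 50% inhibition at 5 µM, scaled per plate between neutral and stimulator controls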;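 also: PAF is a Pseudomonas aeruginosa culture filtrate used as stimulus; plate controls were PAF-stimulated DMSO wells for no effect and unstimulated DMSO wells for full effect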
TROY signal inh: inhibitors of TROY-driven NF-kB signaling, primary screen, Q293 LMP1-TROYcd cells, NF-kB luciferase, uHTS; 360,000 tested, 0.98% active; inhibition, % at 10 µM; Q293 LMP1-TROYcd NF-kB luciferase reporter, 4 h; AID 1347056, 2019;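 active = compounds whose plate-normalised and pattern-corrected inhibition of the luciferase reporter signal at the single screening dose is 50% or more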
SRC1 inh: SRC1 coactivator transcriptional activity inhibitors, primary screen, cell-based, luminescence; Nuclear receptor coactivator 1 (Homo sapiens), Q15788; HEK293 GAL4-SRC1 luciferase reporter; inhibition, % at 3.6 µM; 360,000 tested, 0.12% active;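 active = inhibition above the campaign mean plus 3 SD, with each screening campaign given its own cutoff, cut at about 60% in these data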;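 also: 0% = DMSO treated cells and 100% = gossypol at 36 µM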
Shn3 3UTR inh: reduction of Shn3 3'UTR firefly luciferase signal, primary screen, Schnurri-3 inhibitor project, cell-based, Clone20 osteoblasts, set 2. Clone20 osteoblast Shn3 3'UTR firefly luciferase, 24 h. inhibition, % at 12.5 µM. 360,000 tested, 0.52% active. AID 588674, 2011;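 active = mean inhibition of at least 75% with every replicate also reaching 75%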;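 also: 0% = median of neutral control wells and 100% = pilot-screen positive control compound; some compounds past the cut are filed as inactive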
C8 TRAIL sens: viability loss with TRAIL in NB7+C8 cells, primary screen, TRAIL sensitizer project, cell-based, ATPlite luminescence. inhibition (viability loss, TRAIL sensitization), % at 10 µM. 360,000 tested, 1% active;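 active = compounds causing at least 50% loss of cell viability in the single-dose screen, relative to plate controls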
NR5A2 inv ag: LRH-1 (NR5A2) inverse agonists, primary screen, cell-based, luminescence, HEK293T, StAR-luciferase reporter | Nuclear receptor subfamily 5 group A member 2 (Homo sapiens), O00482 | LRH-1 transfected, 24 h | inhibition, % at 3.6 µM | 360,000 tested, 0.13% active | AID 602396, 2012;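 active = inhibition above the mean inhibition of all tested compounds plus 3 SD, cut at about 73% in these data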;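 also: 0% = DMSO wells and 100% = reporter-only cells lacking LRH-1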
EBV LMP1 NFkB: EBV LMP1-driven NF-kappaB luciferase reporter inhibitors, primary screen, cell-based, luminescence, single point. 350,000 tested, 0.69% active. LMP1-induced NF-kappaB luciferase reporter cells. inhibition, % at 12.5 µM; in the data active = inhibition above about 41%;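 also: 0% = neutral control wells and 100% = reference inhibitor control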
TWEAK-Fn14 inh: inhibitors of TWEAK-Fn14 signaling, primary screen, luciferase reporter cells, uHTS; TWEAK-stimulated Fn14 reporter cells, luciferase luminescence, 8 h; inhibition, % at 10 µM; 360,000 tested, 2% active; in the data active = inhibition above about 50%
KKLEB cytotox: cytotoxicity in KKLEB CF airway cells, primary screen, cytotoxicity control for CF NF-kB inhibitor project, cell-based, uHTS, fluorescence assay plates; activity change (cytotoxicity), % at 5 µM; KKLEB CF airway cells viability, ATPlite luminescence, overnight; stronger effect = lower value; cells stimulated with P. aeruginosa culture filtrate; 360,000 tested, 0.36% active;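 active = corrected activity change at or below -50% at 5 µM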
COUP-TFII inh: NR2F2 transcriptional activity inhibitors, primary screen, cell-based, luciferase reporter, HEK293T, luminescence; AID 686940, 2013; inhibition, % at 8.6 µM; HEK293T NGFI-A luciferase reporter; 370,000 tested, 0.7% active;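 active = inhibition above a per-plate cutoff, mean inhibition of test wells between control levels plus 3 SD, cut at about 38% in these data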;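 also: cells cotransfected with COUP-TFII expression vector driving the NGFI-A reporter; 0% = median of COUP-TF2 test wells and 100% = reporter-only cells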
NCOA3 inh: SRC3 coactivator transcriptional activity inhibitors, primary screen, cell-based, luminescence. HEK293 GAL4-SRC3 luciferase reporter. inhibition, % at 3.6 µM. 360,000 tested, 0.17% active. Nuclear receptor coactivator 3 (Homo sapiens), Q9Y6Q9;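 active = inhibition above a per-campaign cutoff, the mean of all compounds plus 3 SD, cut at about 60% in these data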;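 also: 0% = DMSO-treated cells and 100% = gossypol-treated cells at 36 µM; higher means less SRC3-driven luciferase light from the GAL4 reporter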
Target sequence (Q9Y6Q9 whole entry, looked up, the tested form may be a part): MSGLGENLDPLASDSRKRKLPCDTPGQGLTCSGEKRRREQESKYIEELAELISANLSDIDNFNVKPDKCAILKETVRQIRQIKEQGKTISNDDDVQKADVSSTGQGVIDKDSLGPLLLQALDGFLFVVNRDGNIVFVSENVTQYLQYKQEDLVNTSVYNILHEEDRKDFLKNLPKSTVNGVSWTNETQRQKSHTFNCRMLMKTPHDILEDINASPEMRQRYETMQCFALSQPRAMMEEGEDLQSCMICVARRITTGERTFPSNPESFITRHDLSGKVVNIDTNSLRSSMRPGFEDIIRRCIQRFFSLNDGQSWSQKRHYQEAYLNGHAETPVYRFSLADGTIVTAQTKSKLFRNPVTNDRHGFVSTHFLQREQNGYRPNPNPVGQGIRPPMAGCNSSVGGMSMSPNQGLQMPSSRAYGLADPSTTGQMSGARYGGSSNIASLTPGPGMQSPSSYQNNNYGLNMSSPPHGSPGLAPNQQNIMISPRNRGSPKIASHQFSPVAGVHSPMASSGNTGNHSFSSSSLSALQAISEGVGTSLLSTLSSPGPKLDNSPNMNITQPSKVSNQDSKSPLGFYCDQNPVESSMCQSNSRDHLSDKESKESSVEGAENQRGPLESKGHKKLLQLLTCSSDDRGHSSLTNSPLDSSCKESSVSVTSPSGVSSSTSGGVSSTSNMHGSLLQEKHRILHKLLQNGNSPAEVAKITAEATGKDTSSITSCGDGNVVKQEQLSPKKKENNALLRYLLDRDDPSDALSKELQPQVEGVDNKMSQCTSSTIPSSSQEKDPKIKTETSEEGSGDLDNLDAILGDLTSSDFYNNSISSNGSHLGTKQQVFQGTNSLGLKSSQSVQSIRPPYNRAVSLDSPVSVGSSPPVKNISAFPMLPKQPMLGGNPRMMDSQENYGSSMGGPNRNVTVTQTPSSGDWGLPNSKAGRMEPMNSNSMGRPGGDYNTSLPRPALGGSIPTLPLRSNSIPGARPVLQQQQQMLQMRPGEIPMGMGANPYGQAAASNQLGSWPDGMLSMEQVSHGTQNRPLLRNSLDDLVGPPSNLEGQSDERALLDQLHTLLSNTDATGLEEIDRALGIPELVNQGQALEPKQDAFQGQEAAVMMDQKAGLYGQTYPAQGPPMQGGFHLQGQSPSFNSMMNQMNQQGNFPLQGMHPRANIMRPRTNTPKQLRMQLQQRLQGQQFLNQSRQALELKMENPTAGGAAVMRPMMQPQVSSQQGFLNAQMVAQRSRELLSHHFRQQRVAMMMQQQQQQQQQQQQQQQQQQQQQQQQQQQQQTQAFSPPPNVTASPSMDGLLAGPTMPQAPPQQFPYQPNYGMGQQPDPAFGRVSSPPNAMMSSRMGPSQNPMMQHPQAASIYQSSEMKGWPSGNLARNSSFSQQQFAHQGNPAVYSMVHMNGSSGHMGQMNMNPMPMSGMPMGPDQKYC
Starred values were filed as active, the others as inactive; nt = no result given.

Value order – CF NFkB block	TROY signal inh	SRC1 inh	Shn3 3UTR inh	C8 TRAIL sens	NR5A2 inv ag	EBV LMP1 NFkB	TWEAK-Fn14 inh	KKLEB cytotox	COUP-TFII inh	NCOA3 inh
O=C(N/N=C/c1ccccc1Cl)c1ccc(F)cc1
 : -1	-53	-115	-44	45	-98	-18	-3	-2	-45	-62
Cc1ccc(S(=O)(=O)N(C)C)cc1NC(=S)NC12CC3CC(CC(C3)C1)C2
 : 12	5	-1	14	1	4	6	-12	-4	5	17
Cc1cc(NC(=O)CCC(=O)N(CC(=O)NC2CCCC2)c2ccc(Cl)cc2)no1
 : 21	0	-2	11	4	-12	-4	18	-7	0	-1
COCCCNC(=O)c1cc(C(=O)c2c(-c3c(Cl)cccc3Cl)noc2C)c[nH]1
 : 6	10	-12	-2	5	14	1	8	-6	-3	7
O=C(CCC1CCCCC1)NCCS(=O)(=O)N1CCN(c2ccccc2F)CC1
 : 17	-4	-1	6	0	9	-8	1	1	13	6
CCOC(=O)c1cc(-c2ccccc2)sc1NC(=O)c1ccc(OC)c(OC)c1
 : -11	-5	14	-63	0	-1	5	-17	-7	-16	24
Clc1ccc(CSc2nnc(Cn3cnc4ccccc43)o2)cc1
 : 15	15	1	52	17	17	9	25	-10	63*	20
C/C(=N\Nc1ccc(S(=O)(=O)N2CCCCC2)cn1)c1ccc(O)cc1
 : 12	11	1	29	-8	6	6	9	-22	4	0
O=C(Nc1cccc(F)c1)N1CCCCCC1
 : 8	9	-36	5	-1	-13	-6	5	-8	-4	-13
COc1ccc2c3c(cccc13)OC2=O
 : 10	7	1	-20	-27	-9	5	-2	-25	-8	-18
CCc1ccc(N(C(=O)Cc2cccs2)C(C(=O)NC2CCCCC2)c2cn(C)nc2C)cc1 (stereo unspecified)
 : -8	12	-3	6	0	13	8	6	0	3	4
CN(C)c1nc(NN)nc(Nc2ccc(F)cc2)n1
 : -1	-13	0	11	1	3	-6	-19	6	-12	-6
Cc1nc(C(F)(F)F)ccc1C(=O)N1CCC1(C)C(=O)NS(=O)(=O)c1ccccc1 (stereo unspecified)
 : 9	-8	6	16	-1	17	nt	1	3	0	4
Cn1cccc1Cc1nnc(SCC(=O)Nc2ccccc2F)n1-c1ccc(F)cc1
 : 6	-4	9	1	0	-12	-6	16	-8	-31	20
COc1ccccc1-c1c(C#N)c(N)nc2c1CCC2
 : 3	-8	-4	3	-9	-19	-10	-9	1	3	19
COc1ccc(NC(=S)N/C(=N/CS(=O)(=O)c2ccccc2)c2ccccc2)cc1
 : -12	-19	-64	-9	6	-96	-6	52*	-9	-62	-40
N#Cc1ccccc1NCc1ccccc1
 : 6	-41	-11	1	9	1	-4	-48	-1	-16	0
O=C(CSc1nc2ccccc2[nH]1)NCc1ccc(F)cc1
 : -8	8	3	-29	-7	-3	3	-1	1	6	4
COc1cccc(NC(=O)c2ccc(N3C(=O)C4CC=CCC4C3=O)cc2)c1 (stereo unspecified)
 : -3	-7	1	17	6	-12	-4	-8	-1	-11	7
COc1ccccc1NS(=O)(=O)c1cccc(C(=O)N/N=C(\C)c2ccc3c(c2)OCCO3)c1
 : -4	-3	-13	3	13	2	-5	-12	2	-7	11
CCNCC(=O)N1c2ccccc2CCc2ccc(NC(=O)OC(C)C)cc21
 : 6	-5	-3	5	-1	-5	-5	15	-1	-11	5
COc1ccc(-c2[nH]ncc2CN2CCN(C(=O)c3cccs3)CC2)c(F)c1
 : 14	-15	5	-15	-17	5	3	11	0	8	11
CCn1ccnc1CNC(=O)CC1C(=O)NCCN1Cc1ccc(OC)cc1OC (stereo unspecified)
 : 3	-29	17	7	1	3	5	-9	5	11	6
Cn1c(=O)[nH]c(=O)c2c1nc(N1CCCCC1)n2CCOc1ccccc1
 : 13	-18	-110	5	3	-6	4	-7	-8	-10	12
Cc1ccn2c(=O)nc(SCC(=O)Nc3ccc4c(c3)OCCO4)nc2c1
 : 6	-5	-30	11	10	49	-16	-19	-27	0	-12
N/C(=N\OC(=O)Cc1ccccc1)c1ccccc1Cl
 : 0	-60	-27	-85	3	-69	-36	-30	4	-17	-58
COc1ccc(CNC(=O)CN2C(=O)c3ccccc3S2(=O)=O)cc1
 : -12	9	3	-5	6	9	9	9	1	1	0
CCNC(=O)c1sc(=S)n(-c2ccc(C)cc2)c1N
 : 13	3	5	-1	-18	19	7	-4	13	-6	22
C(=N\Nc1nc2ccccc2[nH]1)/C1CCCCC1
 : -2	30	-39	-33	9	-74	-19	37	3	8	-35
CCN(CC)c1ccc(/C=C2\SC(=O)N(C(C)C)C2=O)o1
 : -19	1	-41	97*	-9	-6	nt	38	13	nt	-3
COc1ccc(-c2nn(-c3ccccc3)cc2/C=C2/SC(=S)N(CCCC(=O)O)C2=O)c(C)c1
 : -3	58*	10	12	-8	0	0	17	-1	-3	-26
O=C(COC(=O)c1ccc(F)cc1F)NC1CC1
 : 14	-14	-1	-14	-5	1	4	4	2	1	5
Cc1ccc(OCC(=O)OCC(=O)NC2CCS(=O)(=O)C2)cc1C (stereo unspecified)
 : -42	3	4	14	0	5	-2	8	16	-7	11
COc1ccc(-c2cc3nc[nH]c(=O)c3s2)cc1
 : 2	-42	-74	-34	61*	-140	-9	33	-12	-32	-114
CCCC(=O)N1CCC1(C)C(=O)Nc1cccc(F)c1 (stereo unspecified)
 : 0	1	-3	5	-10	-7	nt	-7	1	nt	-7
O=S(=O)(c1ccccc1)N1N=C(c2ccccc2)CC1c1ccccc1F (stereo unspecified)
 : 12	-4	5	25	-10	-2	-2	17	-1	8	0
COc1ccc(CNC(=O)Cn2cnc3c(OCc4ccccc4)ncnc32)cc1
 : -13	-1	-1	-3	8	2	-7	-15	4	-3	6
CCCCN(C(=N)N1CCCCC1)c1nc(C)c([N+](=O)[O-])c(=O)[nH]1
 : 22	-4	1	-9	-12	2	4	2	-4	16	22
CCN(CC)S(=O)(=O)c1ccc(N2C(=O)CC2(/C=C/c2ccccc2)C(=O)NC2CCCC2)cc1 (stereo unspecified)
 : -11	-1	2	7	-3	5	-11	-12	0	12	16
C[C@H]1CN([C@@H](C)CO)S(=O)(=O)c2ccc(-c3ccc(C#N)cc3)cc2O[C@H]1CN(C)C(=O)CN(C)C
 : 1	-23	9	-7	19	1	nt	-6	-3	3	2
O=[N+]([O-])c1ccc2oc(/C=C/c3ccc(O)cc3)nc2c1
 : -21	-18	-61	-23	18	-63	-33	-35	-6	-21	-81
COc1cc(CNc2nc3ccccc3[nH]2)cc(OC)c1OC
 : 4	-6	-13	12	0	-6	7	-8	2	-9	11
COc1ccc(/C=C(/NC(=O)/C=C/c2ccccc2)C(=O)O)cc1
 : -1	7	-21	1	-2	3	-12	-7	10	18	14
O=C(c1ccc(S(=O)(=O)N2CCCC2)cc1)N1CCN(c2ccccc2)CC1
 : 3	6	-5	6	-20	-20	-8	21	12	15	-5
Nc1nc(Nc2cccc(F)c2)nc(N2CCOCC2)c1[N+](=O)[O-]
 : 2	-11	0	-17	-17	15	7	7	-6	6	10
CC(=O)Oc1ccc(-c2ccc(C(=O)OCC(=O)c3c(N)n(C)c(=O)n(C)c3=O)cc2)cc1
 : -60	1	-54	-11	49	1	-6	-53	13	-10	8
CN1CCN(C(=O)CNC(=O)c2cccs2)CC1
 : 11	0	-21	-4	5	-12	0	29	-16	4	-42
CCCCC1=NN2C(=N)CC(=O)N=C2S1
 : 11	3	-51	18	1	-16	-3	3	-3	5	1
Cc1cc(Nc2ccc3c(c2)OCCO3)c2ccccc2n1
 : 12	28	9	3	5	9	3	24	-8	25	-1
Cc1cccc(NS(=O)(=O)c2cc3c(cc2C)n(C)c(=O)c(=O)n3C)c1
 : 12	13	0	17	9	-10	10	7	3	20	18
O=C(COC(=O)c1ccc(OC(F)(F)F)cc1)NCCN1C(=O)CSC1=O
 : 2	2	-14	-2	0	13	-3	-2	-12	14	4
Cc1ccc(NS(=O)(=O)c2ccc(C(=O)N3CCCCCCC3)cc2)cc1
 : 13	15	-15	31	16	15	3	8	10	-5	13
O=C1CC(=O)N(Cc2ccco2)C(=S)N1
 : -1	5	5	-10	3	-13	0	51*	-1	nt	9
O=C1CCN(CCCN2CCC(=O)NC2=S)C(=S)N1
 : -6	-10	-1	-11	-13	18	-19	-7	-6	2	12
CC(CNC(=O)c1cccc(Br)c1)n1cncn1 (stereo unspecified)
 : -15	16	11	-1	6	-14	6	-1	9	-2	-23
O=C(N1CCOCC1)N1CCN(CC(O)COc2ccc3ccccc3c2)CC1 (stereo unspecified)
 : 10	12	-3	21	18	3	-1	-5	-2	-12	20
Cc1nc(-c2cc(C#N)c(Sc3ccc(Cl)cc3Cl)nc2C)cs1
 : -6	-33	-12	9	-48	-22	0	-3	4	-7	16
COc1ccccc1CN(C)CC(=O)Nc1ccc(Cl)cc1F
 : -4	15	3	-19	1	18	1	-2	4	1	4
COC(=O)c1ccccc1NC(=O)COC(=O)[C@H](C)NC(N)=O
 : 5	5	11	2	-12	-15	-5	2	3	-13	10
O=C(CN1C(=O)CC(c2ccco2)Sc2ccccc21)Nc1ccccc1F (stereo unspecified)
 : -1	-10	-6	-16	-9	15	-4	0	-10	5	0

New compounds follow:
Value order – CF NFkB block	TROY signal inh	SRC1 inh	Shn3 3UTR inh	C8 TRAIL sens	NR5A2 inv ag	EBV LMP1 NFkB	TWEAK-Fn14 inh	KKLEB cytotox	COUP-TFII inh	NCOA3 inh
O=C(COc1ccc2c3c(c(=O)oc2c1)CCC3)Nc1ccccn1
 : 11	5	-35	-57	8	-19	-7	45	-1	-17	-32
CCCCc1n[nH]c2c1/C(=N/OCC)CC(C)(C)C2
 : 8	-21	-10	11	3	-14	5	7	-14	-11	4
CCc1ccc(S(=O)(=O)n2c(C)nc3ccccc32)cc1
 : -6	7	8	2	1	8	-19	8	5	13	4
CCCCN(CC)CCCNC(=O)CC1Nc2ccccc2NC1=O (stereo unspecified)
 : 8	2	-9	-5	-1	-9	-4	13	-2	nt	5
O=[N+]([O-])c1cc(S(=O)(=O)N2CCCC2)ccc1NN=C1CCCCC1
 : 3	7	-3	-1	0	6	-2	4	9	6	-4
O=C(O)C1CCN(C(=O)CSc2nc3cc(Cl)ccc3c(=O)n2Cc2ccccc2)CC1
 : -10	22	5	8	9	-7	9	30	-3	4	7
CCCN1CNC(=S)N(c2cccc(C)c2)C1
 : 8	-11	3	-4	-3	1	6	-13	5	-2	-2

These rows are one share of the data; the hit share may differ from the screen's.
